Screens: PubChem, The Scripps Research Institute Molecular Screening Center
EBNA-1 inh: blocks EBNA-1 binding to DNA; 0.34% of 300,000 active; EBNA-1 DNA binding, fluorescence polarization; inhibition, % at 14.8 µM; in the data active = inhibition above about 28%
PAFAH2 FP inh: inhibitors of human PAFAH2. recombinant PAFAH2, FP-rhodamine activity probe, fluorescence polarization. inhibition, % at 3.39 µM. 0.99% of 340,000 active. AID 492956;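 active = inhibition above the mean over all tested compounds plus 3 SD, cut at about 30% in these data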;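 note: inhibitors block probe labeling of enzyme so polarization drops; 0% = enzyme with DMSO and 100% = wells lacking PAFAH2 protein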
PAFAH1B2 FP inh: blocks human PAF acetylhydrolase 1b catalytic subunit 2. P68402. recombinant PAFAH1B2, FP-rhodamine activity probe, fluorescence polarization. inhibition, % at 3.39 µM. 1.2% of 340,000 active. AID 492953;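 active = inhibition above the mean of all tested compounds plus 3 SD, cut at about 24% in these data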;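 note: 0% = enzyme with DMSO and 100% = wells lacking PAFAH1B2; many of its hits are not listed in these tables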
Target sequence (P68402 whole entry, looked up): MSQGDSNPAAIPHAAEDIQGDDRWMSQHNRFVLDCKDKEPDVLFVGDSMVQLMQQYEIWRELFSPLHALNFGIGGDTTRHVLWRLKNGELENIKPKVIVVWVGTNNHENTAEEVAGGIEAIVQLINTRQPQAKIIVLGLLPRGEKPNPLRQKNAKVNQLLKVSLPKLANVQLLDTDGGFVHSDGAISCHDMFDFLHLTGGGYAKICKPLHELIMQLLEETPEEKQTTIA
ZTA counter: counter-screen for EBNA-1 inhibitors: inhibitors of Epstein-Barr virus ZTA | ZTA-DNA binding, fluorescence polarization | 0.15% of 320,000 active | P03206 | inhibition, % at 11 µM | AID 2234; in the data active = inhibition above about 33%
Target sequence (P03206 whole entry, looked up): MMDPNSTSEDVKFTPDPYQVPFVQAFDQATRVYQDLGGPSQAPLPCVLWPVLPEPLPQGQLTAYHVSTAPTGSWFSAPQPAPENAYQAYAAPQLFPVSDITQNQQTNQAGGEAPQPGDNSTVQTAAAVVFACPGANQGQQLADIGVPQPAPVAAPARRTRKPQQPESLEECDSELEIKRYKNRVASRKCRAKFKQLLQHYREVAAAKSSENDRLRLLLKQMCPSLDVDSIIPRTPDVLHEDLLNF
PREPL inhibitor: inhibits the human prolyl oligopeptidase-like enzyme; recombinant PREPL, fluorescence polarization activity-based probe; inhibition, % at 5.96 µM; 0.68% of 320,000 active; AID 2751; in the data active = inhibition above about 43%;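 note: 0% = enzyme with DMSO and 100% = wells lacking enzyme; many of its hits are not listed in these tables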
LYPLA1 counter: blocks human lysophospholipase 1, a PME1 counter-screen | O75608 | recombinant LYPLA1, FP-Rh probe fluorescence polarization | inhibition, % at 5.9 µM | 0.16% of 320,000 active | AID 2174;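 active = inhibition above the mean of all tested compounds plus 3 SD, set per campaign, cut at about 14% in these data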;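 note: inhibitors block serine hydrolase probe labeling of LYPLA1 so polarization falls; 0% = enzyme with DMSO and 100% = wells lacking LYPLA1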
PAFAH1B3 inh: PAFAH1B3 (human) inhibition; inhibition, % at 3.39 µM; recombinant PAFAH1B3, FP-rhodamine probe, fluorescence polarization; 0.28% of 340,000 active; AID 492972; Q15102;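 active = inhibition above the screen-wide average of all tested compounds plus 3 SD, cut at about 25% in these data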;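 note: 0% = enzyme with DMSO only and 100% = wells lacking PAFAH1B3 protein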
Target sequence (Q15102 whole entry, looked up): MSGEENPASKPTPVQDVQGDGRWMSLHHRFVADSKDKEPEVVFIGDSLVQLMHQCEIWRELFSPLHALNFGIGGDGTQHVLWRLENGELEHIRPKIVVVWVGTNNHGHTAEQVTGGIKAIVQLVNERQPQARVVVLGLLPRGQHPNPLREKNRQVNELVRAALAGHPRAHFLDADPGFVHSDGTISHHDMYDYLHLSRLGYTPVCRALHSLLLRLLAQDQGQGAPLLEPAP
pPAFAH inh: inhibitors of human plasma PAF acetylhydrolase (pPAFAH). Q13093. recombinant pPAFAH, FP-rhodamine probe fluorescence polarization. inhibition, % at 3.39 µM. 1.5% of 330,000 active;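 active = inhibition above the mean inhibition across the screen plus 3 SD, cut at about 25% in these data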;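 note: inhibitors block binding of the rhodamine activity-based probe so polarization drops; 0% = enzyme with DMSO and 100% = wells lacking pPAFAH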
LYPLA2 inh: blocks human lysophospholipase 2, a PME1 counter-screen | AID 2177 | inhibition, % at 5.9 µM | 0.38% of 320,000 active | O95372 | recombinant LYPLA2, FP-Rh probe fluorescence polarization;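 active = inhibition above the screen-wide mean plus 3 SD, limit set per campaign, cut at about 26% in these data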;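 note: 0% = LYPLA2 with DMSO and 100% = wells lacking LYPLA2 enzyme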
Target sequence (O95372 whole entry, looked up): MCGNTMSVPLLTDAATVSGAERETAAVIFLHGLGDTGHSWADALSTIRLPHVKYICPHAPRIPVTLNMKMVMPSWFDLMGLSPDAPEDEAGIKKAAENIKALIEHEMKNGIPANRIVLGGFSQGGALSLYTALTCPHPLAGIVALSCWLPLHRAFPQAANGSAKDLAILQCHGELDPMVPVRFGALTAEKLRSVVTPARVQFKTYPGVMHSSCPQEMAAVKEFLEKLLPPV
Numbers without * were called inactive; x = no result given. The list is partial; rates above refer to the full screens.

# | canonical_smiles | EBNA-1 inh | PAFAH2 FP inh | PAFAH1B2 FP inh | ZTA counter | PREPL inhibitor | LYPLA1 counter | PAFAH1B3 inh | pPAFAH inh | LYPLA2 inh
1 | CCC1CCCCN1C(=O)Cn1c(C(=O)OC)cc2ccsc21 (stereo unspecified) | 8 | 2 | -5 | 2 | 1 | 1 | 0 | -1 | -5
2 | CCN(C(=O)CSc1nc2nc(C)cc(C)n2n1)c1ccccc1 | 11 | 8 | 2 | 19 | 6 | -3 | 9 | 2 | 2
3 | O=C(NS(=O)(=O)Oc1ccc(F)cc1F)OC[C@@H]1CCCN2CCCCC12 (stereo partly specified) | -16 | 1 | 3 | -6 | 1 | 4 | 14 | 1 | 9
4 | CCOC(=O)/C(=C\c1ccc(Cl)cc1)c1nc2sc(C)c(C)c2c(=O)[nH]1 | -8 | 3 | -2 | -3 | 4 | -3 | -8 | -3 | -3
5 | Cc1ccc(N2CC(C(=O)OCc3ccc([N+](=O)[O-])cc3)CC2=O)cc1 (stereo unspecified) | 3 | 4 | 3 | 11 | 11 | -1 | 3 | 5 | 14
6 | Cc1ccc(CS/C(Nc2ccccc2C)=C(\C#N)C(N)=O)c(C)c1 | 1 | -3 | 3 | -4 | -2 | 2 | 12 | 4 | 5
7 | CCn1c(SCC(=O)N(C)CCC#N)nc2cc(S(=O)(=O)N3CCOCC3)ccc21 | 7 | -15 | 5 | 10 | 3 | -4 | -4 | 6 | -6
8 | Fc1ccc(-c2csc(Nc3ccccn3)n2)cc1 | -4 | -2 | 7 | 4 | 21 | 0 | 5 | 7 | 0
9 | COCCNC(=O)c1ccccc1-c1nc(-c2ccccc2Cl)no1 | -15 | -9 | -1 | 4 | -2 | 4 | -9 | 6 | 4
10 | O=C(CSc1cccc2cccnc12)N1CCCC1 | -13 | 8 | -1 | -11 | 19 | -4 | 10 | -3 | -7

(listing goes on)
# | canonical_smiles | EBNA-1 inh | PAFAH2 FP inh | PAFAH1B2 FP inh | ZTA counter | PREPL inhibitor | LYPLA1 counter | PAFAH1B3 inh | pPAFAH inh | LYPLA2 inh
11 | O=C(CN1CCCC1)Nc1c2c(cc3c1CCC3)CCC2 | 6 | -1 | 2 | -5 | 5 | 3 | -4 | 1 | 4
12 | CCOc1cc(C(=O)Nc2ccc3c4c(cccc24)C(=O)N3CC)cc(OCC)c1OCC | -6 | 3 | 3 | 12 | 10 | -6 | 4 | -8 | 2
13 | CC(Oc1cccnc1[N+](=O)[O-])C(=O)Nc1ccc(F)cc1 (stereo unspecified) | x | 0 | 9 | -3 | 24 | 0 | 2 | 3 | 2
14 | CN(NS(=O)(=O)c1ccc(F)cc1)c1ncc(C(F)(F)F)cc1Cl | 2 | x | x | -5 | -2 | -3 | x | 3 | -7
15 | CC(C(=O)OCC(=O)Nc1ccc2c(c1)OCO2)N1C(=O)c2ccccc2C1=O (stereo unspecified) | 11 | 2 | 5 | 7 | -4 | 0 | 6 | 4 | -1
16 | Cc1ccc(-c2cc3ccccc3nc2N2CCCC2)cc1 | 8 | 1 | -6 | -9 | -3 | 3 | -1 | 7 | -3
17 | COc1ccc(NC(=O)CSc2nnc(-c3ccccc3F)n2C2CC2)cc1S(N)(=O)=O | -4 | 5 | 2 | 10 | 11 | 3 | 9 | 7 | 4
18 | Cc1ccc(N2CC(C(=O)Nc3ccc(S(=O)(=O)Nc4nccs4)cc3)CC2=O)cc1 (stereo unspecified) | -3 | -7 | 1 | 5 | 0 | -2 | 18 | 0 | 0
19 | Cc1cc(C(=O)NCC2CCCO2)n(-c2ccccc2)n1 (stereo unspecified) | 2 | 2 | 5 | 7 | 7 | 0 | 10 | 6 | -4
20 | Cc1ccc(S(=O)(=O)NCC(=O)N/N=C/c2ccccc2O)cc1 | 10 | -2 | -4 | 7 | -68 | -2 | 5 | 6 | -1

(list continues)
# | canonical_smiles | EBNA-1 inh | PAFAH2 FP inh | PAFAH1B2 FP inh | ZTA counter | PREPL inhibitor | LYPLA1 counter | PAFAH1B3 inh | pPAFAH inh | LYPLA2 inh
21 | CCC1=NN=C(c2ccc(F)cc2)C(c2c[nH]c3ccccc23)N1O (stereo unspecified) | 5 | -6 | 2 | -11 | -11 | -3 | 2 | -1 | -2
22 | COc1cc2c(cc1OC)CN(CC(=O)Nc1cccc(C(F)(F)F)c1)CC2 | 1 | -6 | 2 | 7 | 7 | -2 | 7 | 0 | -4
23 | COc1ccc(NC(=O)C/C(C)=N/NC(=O)C2CCCCC2)c([N+](=O)[O-])c1 | 7 | -5 | 5 | 3 | 3 | -2 | -7 | 6 | 2
24 | CCOc1ccc2nc(N3CCCC(C(=O)NCCCN4CC(C)CC(C)C4)C3)sc2c1 (stereo unspecified) | 1 | -4 | 7 | -2 | 24 | 7 | 9 | 2 | -2
25 | COc1ccccc1Oc1coc2cc(OCC(N)=O)ccc2c1=O | 7 | -3 | 6 | 2 | 5 | 5 | 5 | 2 | 1
26 | Cc1ccc(NC(=O)N(C2=NCC(C)S2)c2ccccc2)cc1 (stereo unspecified) | -4 | 2 | 7 | 19 | -81 | 5 | 5 | -4 | 3
27 | COc1cc(OC)c(C(=O)Nc2ccc(S(=O)(=O)N3CCCCC3)cc2)cc1OC | 3 | 5 | 6 | -1 | -17 | -4 | 30* | 7 | 1
28 | CCN(CC)C(=O)[C@H]1CC(CC(=O)NCCc2ccccn2)C(=O)N2CCc3c([nH]c4ccc(OC)cc34)[C@]12C (stereo partly specified) | x | -4 | -3 | x | x | x | 5 | 0 | x
29 | Cc1nc2nc(SCc3ccccc3)nn2c(C)c1C | x | 1 | 4 | 9 | 11 | 5 | 12 | 2 | 9
30 | Cc1cc(Br)ccc1OCCn1ccnc1 | 4 | -3 | 7 | 5 | -2 | -3 | 14 | -1 | -6

Next results follow:
# | canonical_smiles | EBNA-1 inh | PAFAH2 FP inh | PAFAH1B2 FP inh | ZTA counter | PREPL inhibitor | LYPLA1 counter | PAFAH1B3 inh | pPAFAH inh | LYPLA2 inh
31 | CCOC(=O)c1sc2cccc(Cl)c2c1N | 1 | 5 | 3 | -18 | -3 | 2 | 5 | 5 | 4
32 | CC(C)n1nnnc1SCC(=O)NC1CCCC1 | -5 | 7 | 6 | -7 | 10 | 3 | -8 | -4 | -5
33 | COc1ccc2c(OC)cc(-c3ccccc3)nc2c1 | 12 | 1 | 3 | -1 | -8 | -2 | 2 | 5 | 2
34 | O=C(Nc1cc(C(F)(F)F)ccc1F)C1CCCC1 | -3 | -3 | 5 | -11 | 0 | -6 | 1 | 3 | -1
35 | O=C(c1ccccc1)N1CCN(c2ccc([N+](=O)[O-])c(NCc3ccco3)c2)CC1 | -4 | -12 | 4 | 2 | 5 | -1 | 4 | 9 | 5
36 | CCOc1ccc(-c2noc(CCC(N)=O)n2)cc1OCC | 8 | -2 | 1 | -6 | 8 | 1 | 11 | 4 | 7
37 | CC(C)NC(=O)N(C)C[C@H]1Oc2ccc(NC(=O)Nc3ccc(C(F)(F)F)cc3)cc2C(=O)N([C@H](C)CO)C[C@@H]1C | x | -28 | -1 | x | 11 | x | 8 | -8 | x
38 | COc1cc(/C=N/NC(=O)Cc2c[nH]c3ccccc23)cc(OC)c1OC | 0 | -1 | 5 | -18 | 8 | 2 | 5 | 12 | 6
39 | O=C(Nc1ccc2c(c1)OCO2)c1n[nH]c(=O)c2ccccc12 | 5 | 11 | 5 | 16 | 11 | 2 | 5 | 13 | 12
40 | O=C(CN1CCN(Cc2ccccc2)CC1)NCCNc1ccc([N+](=O)[O-])cn1 | -5 | 4 | 1 | -4 | 11 | -2 | 13 | 1 | -6

(further entries)
# | canonical_smiles | EBNA-1 inh | PAFAH2 FP inh | PAFAH1B2 FP inh | ZTA counter | PREPL inhibitor | LYPLA1 counter | PAFAH1B3 inh | pPAFAH inh | LYPLA2 inh
41 | CN(C(=O)Cn1nc(C(=O)O)c2ccccc2c1=O)C1(C#N)CCCCC1 | x | 1 | -1 | -5 | 17 | 2 | 1 | -3 | 0
42 | COc1ccc(Br)cc1/C=N/NC(=O)c1nc(-c2ccccc2)n2c1CCCCC2 | -4 | -13 | -2 | -3 | -8 | -6 | -6 | 5 | -13
43 | COc1ccc(NC(=O)C2CCCN(c3nn4c(=O)cc(C)nc4s3)C2)cc1 (stereo unspecified) | -4 | 3 | 1 | 7 | 28 | 0 | -6 | 2 | 5
44 | COc1cc(C(=O)NCCc2ncccc2C)ccc1OC1CCN(C(C)=O)CC1 | -3 | -20 | 3 | -6 | 3 | -2 | 10 | 8 | 3
45 | CCOc1ccc(C(=O)NCC(C)C)cc1 | -1 | -3 | -7 | 1 | -1 | 1 | 2 | 0 | 3
46 | O=C(COc1ccccc1[N+](=O)[O-])N/N=C/c1ccc(OC(=O)c2ccco2)cc1 | -7 | 2 | 2 | -23 | 62* | -6 | 2 | 1 | -2
47 | COc1ccccc1CNC(=O)COc1cccnc1[N+](=O)[O-] | 0 | 1 | 1 | 0 | 2 | 1 | 6 | 6 | 3
48 | Cc1ccc(CSCCNS(=O)(=O)c2ccc(C)cc2)cc1 | 9 | 1 | 25* | 3 | -35 | -2 | 1 | 8 | -1
49 | C/C(=N/NC(=O)CNC(=O)c1cccnc1)c1ccc([N+](=O)[O-])cc1 | -23 | 4 | 6 | -11 | 6 | 3 | -1 | -1 | -4
50 | COc1ccccc1CCc1nnc(CCC(=O)N(C)Cc2ccncc2C)o1 | -12 | 10 | 4 | 2 | 0 | 1 | -1 | -4 | -3

(continued)
# | canonical_smiles | EBNA-1 inh | PAFAH2 FP inh | PAFAH1B2 FP inh | ZTA counter | PREPL inhibitor | LYPLA1 counter | PAFAH1B3 inh | pPAFAH inh | LYPLA2 inh
51 | CCOC(=O)c1c(NC(=O)CSc2nnc(-c3ccc(Cl)cc3)o2)sc2c1CCC2 | 3 | 2 | 6 | -5 | 8 | -2 | 3 | 2 | 0
52 | Cc1nn(-c2ccccc2)c(C)c1/C=N/N1CCN(c2ccccn2)CC1 | 4 | -2 | 6 | 4 | 6 | 3 | 4 | 6 | -2
53 | CCN(CC)CCN(C(=O)CCOc1ccccc1)c1nc2c(F)cc(F)cc2s1 | 6 | -2 | 3 | -2 | 15 | 0 | 7 | 1 | 5
54 | CCOc1ccc(OCc2ccc(C(=O)NCc3ccncc3)o2)cc1 | 4 | 4 | 5 | 13 | 3 | -1 | -8 | 2 | -2
55 | Cc1cc(C)cc(NC(=O)C2CCCN(c3ncccn3)C2)c1 (stereo unspecified) | 2 | 0 | 1 | 20 | -7 | -2 | 5 | 1 | 2
56 | Cc1ccc(C2=NN(C(=O)CCC(=O)O)C(c3cn(-c4ccccc4)nc3-c3ccc(C)cc3)C2)cc1 (stereo unspecified) | 18 | -4 | 1 | -4 | -7 | -2 | -10 | 0 | 4
57 | COc1ccc(C(=O)NCCN2CCCC2)cc1OC | -13 | -2 | 1 | 0 | 15 | -3 | 10 | -4 | 2
58 | COC(=O)C(Cc1ccc(O)cc1)NC(=O)c1ccc2c(c1)OCCO2 (stereo unspecified) | -16 | 12 | -1 | -10 | -3 | -6 | 10 | -8 | -13
59 | COc1cc(OC)c(NS(=O)(=O)c2cccc(C(=O)OCC(=O)NCC3CCCO3)c2)cc1Cl (stereo unspecified) | 7 | 39* | 3 | -5 | -8 | -1 | -2 | 18 | -3
60 | O=C(NNc1ncnc2ccccc12)c1cccc(Cl)c1 | 4 | 0 | 0 | -2 | 11 | 3 | 4 | 12 | 5
